DDE Tn7 FP inh: inhibitors of Tn7 peptide binding to human fibrin DD(E) | P02675 | FP displacement of FITC-Tn7 peptide from fibrin DD(E); 0% = median of compound wells per plate | actives 0.13% (n = 370,000) | inhibition, % at 8.3 µM;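 active = inhibition above the mean of compounds falling within the control limits plus 3 SD of them, cut at about 14% in these data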;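 also: 0% = plate median of compound wells and 100% = 10 µM Aha-Tn7 peptide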
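system = human fibrin DD(E) protein | quantity = DD(E) 2 µM final | medium = Tris/NaCl/CaCl2 buffer, pH 7.8 | also added = labelled Tn7 tracer, 0.1 µM | compound dosing = single point at 8.3 µM | timing = compound with protein 10 min, then 3 h after probe, room temperature | signal = FP measurement | benchmarks = Aha-Tn7 high control | repeats = one replicate per compound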
PLC-gamma1 inh: blocks human PLC-gamma1 enzyme activity | actives 0.84% (n = 370,000) | purified PLC-gamma1, fluorogenic substrate, fluorescence | inhibition, % at 12.2 µM | P19174; in the data active = inhibition above about 9.5%
Tn6 DDE FP: disrupts Tn6 cyclic peptide binding to fibrin D-Dimer-E complex; AID 720509; Fibrin DD(E) TRITC-Tn6 fluorescence polarization displacement; actives 0.21% (n = 370,000); inhibition, % at 8.3 µM; P02675;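 active = inhibition above a per-campaign cutoff: mean of compounds within control limits plus 3 SD, cut at about 15% in these data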;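 also: 0% = median of all compound wells on the plate and 100% = blocking peptide control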
ADAM10 inh: ADAM10 inhibition, QFRET primary screen; O14672; recombinant ADAM10, EDANS/DABCYL FRET peptide cleavage, 3 h; inhibition, % at 7 µM; actives 0.62% (n = 370,000); AID 720582;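 active = inhibition above a per-campaign cutoff equal to the mean of compounds falling between control-based bounds plus 3 SD, cut at about 20% in these data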;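 also: 0% = DMSO wells while the 100% control is not disclosed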
ADAM17 inh: ADAM17 inhibition, QFRET primary screen; actives 0.83% (n = 370,000); inhibition, % at 6.95 µM; AID 720648; recombinant ADAM17, EDANS/DABCYL FRET peptide cleavage;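 active = inhibition above the mean of compounds lying between control limits plus 3 SD, set per campaign, cut at about 8.5% in these data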;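 also: 0% = DMSO-only wells as the low control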
Target sequence (P78536 215-824 limits assumed): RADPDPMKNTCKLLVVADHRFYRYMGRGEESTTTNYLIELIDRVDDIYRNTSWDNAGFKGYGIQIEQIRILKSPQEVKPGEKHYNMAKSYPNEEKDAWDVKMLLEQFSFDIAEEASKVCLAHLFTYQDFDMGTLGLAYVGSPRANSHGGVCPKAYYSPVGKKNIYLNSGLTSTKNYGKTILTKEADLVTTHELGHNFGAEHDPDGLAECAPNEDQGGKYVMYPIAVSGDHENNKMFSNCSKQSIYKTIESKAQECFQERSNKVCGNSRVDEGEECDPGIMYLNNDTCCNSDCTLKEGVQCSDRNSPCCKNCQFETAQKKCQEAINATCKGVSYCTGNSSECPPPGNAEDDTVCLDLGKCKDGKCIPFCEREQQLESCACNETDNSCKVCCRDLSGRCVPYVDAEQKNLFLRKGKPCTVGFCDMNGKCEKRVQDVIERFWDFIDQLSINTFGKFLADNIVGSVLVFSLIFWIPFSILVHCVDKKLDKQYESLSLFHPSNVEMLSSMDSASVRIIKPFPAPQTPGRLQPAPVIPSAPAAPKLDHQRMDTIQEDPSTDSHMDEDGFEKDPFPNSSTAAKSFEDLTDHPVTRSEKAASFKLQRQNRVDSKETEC
KLK7 zymogen act: activates the human kallikrein-7 zymogen; P49862; purified proKLK7, EDANS-DABCYL substrate fluorescence; 100% is mature enzyme control, 0% vehicle; activation, % at 7 µM; actives 0.9% (n = 370,000); AID 652039;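 active = activation above the mean of all tested compounds plus 3 SD, computed per campaign excluding outliers beyond control limits, cut at about 13% in these data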
ARFGAP1 inhibitor: inhibits rat ARF GTPase activating protein 1 | Q62848 | AID 651572 | actives 0.26% (n = 360,000) | Arfgap1-stimulated ARF1 GTP hydrolysis, GDP FP detection | inhibition, % at 16.5 µM;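 active = inhibition above a per-plate limit, mean inhibition of low control wells plus 3 SD, cut at about 25% in these data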;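 also: 0% = DMSO wells with enzyme and 100% = wells lacking Arfgap1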
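Material – truncated rat Arfgap1 GAP domain · Buffer or medium – HEPES-based buffer, pH 7.5 · Reagent – human ARF1(Δ1-17)-GTP substrate · Dosing – 16.5 µM single point, 1.26% DMSO · Schedule – GTP hydrolysis reaction 2 h at 25 °C · Technique – GDP detection by fluorescence polarization · Benchmarks – No-Arfgap1 wells (100%) versus DMSO full-reaction wells (0%) · Repeats – single replicate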
TDP2 absorb: blocks human TDP2 phosphodiesterase activity. O95551. recombinant TDP2, T5PNP hydrolysis, p-nitrophenol absorbance 415 nm. inhibition, % at 12.8 µM. actives 0.34% (n = 370,000). AID 720702;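 active = inhibition above the mean of all tested compounds plus 3 SD, set per campaign, cut at about 25% in these data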;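 also: 0% = DMSO with enzyme and 100% = buffer with substrate but no TDP2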
Target sequence (O95551 whole entry, looked up): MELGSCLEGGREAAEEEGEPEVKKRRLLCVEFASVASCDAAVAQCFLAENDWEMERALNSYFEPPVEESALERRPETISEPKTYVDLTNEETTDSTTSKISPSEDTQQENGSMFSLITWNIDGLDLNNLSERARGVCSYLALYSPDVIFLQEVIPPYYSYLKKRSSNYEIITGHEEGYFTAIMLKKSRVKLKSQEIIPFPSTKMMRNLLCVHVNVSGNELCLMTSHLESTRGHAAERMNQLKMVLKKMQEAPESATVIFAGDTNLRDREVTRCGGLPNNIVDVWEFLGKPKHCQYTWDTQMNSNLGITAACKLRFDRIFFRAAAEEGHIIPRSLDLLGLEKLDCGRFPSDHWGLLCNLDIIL
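System – recombinant human TDP2 · Quantity – TDP2 enzyme at 120 nM final · Doses – single concentration, 12.8 µM nominal, with 1% DMSO · Incubation – 2 h at 37 °C · Measured by – epi absorbance of p-nitrophenol freed from T5PNP by hydrolysis · Read-out – % inhibition relative to enzyme-containing and enzyme-free wells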
LEDGF integ inh: blocks HIV-1 LEDGF/p75-dependent DNA integration | TR-FRET IN-LEDGF/p75 DNA integration, Eu/Cy5 | inhibition, % at 3.7 µM | actives 0.64% (n = 370,000) | AID 743269;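 active = inhibition above the screen-wide mean plus 3 SD, cut at about 13% in these data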;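 also: signal is the Cy5 over europium emission ratio at 671 and 618 nm; 0% = plate median of compound wells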
ASAP1 GAP inh: blocks human ASAP1-stimulated Arf1 GTP hydrolysis; inhibition, % at 16.5 µM; actives 0.19% (n = 360,000); GDP FP detection; in the data active = inhibition above about 25%;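 also: 0% = vehicle with enzyme and substrate and 100% = no enzyme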
Numbers without * were called inactive; nt = no result given.

1	COC(=O)C1=C(C)N(Cc2ccc(C(F)(F)F)cc2)C(=NCc2ccc3c(c2)OCO3)NC1c1ccccc1C(F)(F)F (stereo unspecified)
2	O=c1[nH]n(Cc2ccccc2)c2ccccc12
3	CSc1nc(C)c(CCOCc2ccc(F)cc2)c(=O)[nH]1
4	Cc1cc(O)cc2c1C1CCC3(C)C(O)CCC3C1C=C2 (stereo unspecified)
5	O=C1CC(Sc2ccc(Cl)cc2)C(=O)N1c1ccc2c(c1)OCCO2 (stereo unspecified)
6	COc1ccc(OC)c(CNC(=O)c2[nH]c(C(F)(F)F)nc2-c2ccccc2)c1
7	CCCCCNC(=O)c1c[nH]c2ccc(S(=O)(=O)N3CCC4(CC3)OCCO4)cc2c1=O
8	Cc1cc(C(=O)OCC(=O)N2CC(C)OC(C)C2)c2ccccc2n1 (stereo unspecified)
screen / no.	1	2	3	4	5	6	7	8
PLC-gamma1 inh	3.5	-81.6	-1.1	-18.7	-0.4	0.3	1.5	-9.7
DDE Tn7 FP inh	-4.8	-2.5	1.1	1.1	2.8	-1.0	3.9	3.1
LEDGF integ inh	1.3	-4.2	4.9	-0.6	6.8	0.4	-0.4	0.9
Tn6 DDE FP	-0.7	-1.5	-8.2	-2.2	-6.8	0.8	5.4	1.9
ARFGAP1 inhibitor	10.3	8.2	-4.5	4.4	4.5	-2.4	-7.4	1.0
KLK7 zymogen act	0.1	5.1	0.3	-0.8	1.0	-0.3	-0.9	-0.1
TDP2 absorb	-7.8	-6.9	11.5	-5.5	-6.5	-6.5	-4.5	-7.5
ADAM10 inh	3.6	-438.5	-4.5	-31.8	6.8	-1.4	-12.7	-23.1
ASAP1 GAP inh	-1.6	1.5	-11.2	13.0	-3.6	-3.5	-16.2	-16.8
ADAM17 inh	0.4	-84.4	-2.0	-3.4	-0.3	-5.7	-2.4	-6.7

Three structures out of the list, ordered by formula weight, falling.
7	CCCCCNC(=O)c1c[nH]c2ccc(S(=O)(=O)N3CCC4(CC3)OCCO4)cc2c1=O
3	CSc1nc(C)c(CCOCc2ccc(F)cc2)c(=O)[nH]1
2	O=c1[nH]n(Cc2ccccc2)c2ccccc12
screen / no.	7	3	2
PLC-gamma1 inh	1.5	-1.1	-81.6
DDE Tn7 FP inh	3.9	1.1	-2.5
LEDGF integ inh	-0.4	4.9	-4.2
Tn6 DDE FP	5.4	-8.2	-1.5
ARFGAP1 inhibitor	-7.4	-4.5	8.2
KLK7 zymogen act	-0.9	0.3	5.1
TDP2 absorb	-4.5	11.5	-6.9
ADAM10 inh	-12.7	-4.5	-438.5
ASAP1 GAP inh	-16.2	-11.2	1.5
ADAM17 inh	-2.4	-2.0	-84.4

The list continues:
9	CCOc1cc(C(=O)CCC(=O)OCC(=O)Nc2ccc(C)c(S(=O)(=O)N(C)C)c2)ccc1O
10	CCc1nccn1CC(=O)c1ccc(O)c(O)c1
11	COc1ccc(-n2c(SCC(N)=O)nnc2-c2cccnc2)cc1
12	C/C(CC(=O)NC12CC3CC(CC(C3)C1)C2)=N\NC(=O)c1ccc(F)cc1
13	CCOc1c(N2CCCCC2)c(=O)c1=O
14	COc1ccc(S(=O)(=O)N2c3ccccc3NC(=O)CC2C)cc1 (stereo unspecified)
15	CCN(CC)CC(=O)Nc1cccc(S(=O)(=O)N2CCCC2)c1
16	Cc1cn(C2CC(O)C(O)C(CO)O2)c(=O)[nH]c1=O (stereo unspecified)
screen / no.	9	10	11	12	13	14	15	16
PLC-gamma1 inh	-4.5	1.3	6.7	-3.0	1.9	-1.1	4.9	2.1
DDE Tn7 FP inh	7.1	-11.3	-10.5	-0.7	-2.8	-3.4	4.7	2.5
LEDGF integ inh	-2.7	0.8	1.1	-2.6	0.9	-0.2	3.4	3.0
Tn6 DDE FP	-0.9	0.3	-0.9	0.7	4.1	2.9	-3.0	6.8
ARFGAP1 inhibitor	-9.4	nt	17.3	4.8	-1.6	-4.8	-5.4	-7.0
KLK7 zymogen act	0.6	nt	0.0	0.2	0.2	0.9	0.6	0.0
TDP2 absorb	-3.2	-9.2	-11.7	7.5	15.5	2.7	-12.3	5.0
ADAM10 inh	9.0	1.6	3.2	-1.4	1.5	-3.8	4.7	-5.5
ASAP1 GAP inh	1.1	nt	7.7	-12.2	-2.3	-11.8	-7.3	-6.3
ADAM17 inh	1.6	-0.8	-3.7	-0.7	-1.1	-3.9	1.6	-1.9

17	CCOC(=O)C1CCN(c2cc3c(cc2NC(=O)c2ccccc2OCC)n(C)c(=O)n3C)CC1
18	COC(=O)C1CCN(C(=O)C2CC(=O)N(c3ccc(C)c(Cl)c3)C2)CC1 (stereo unspecified)
19	CC(NS(=O)(=O)c1ccc(Cl)cc1)C(=O)OCC(=O)c1ccc[nH]1 (stereo unspecified)
20	CN1CCN(C(=O)c2cnn3c(C(F)(F)F)cc(-c4cccs4)nc23)CC1
21	CCOc1ccc(NC(=O)CN(C)C(=O)c2ccc3c(c2)C(=O)N(CCC(C)C)C3=O)cc1OCC
22	O=c1c2ccccc2nc2ccc(NCc3ccco3)nn12
23	CCC(C)N1CCC2(CC1)N=c1c(c3c4c5c(C)c(O)c3c(O)c1=NC(=O)C(C)=CC=C[C@H](C)[C@H](O)[C@@H](C)[C@@H](O)[C@@H](C)[C@H](OC(C)=O)[C@H](C)[C@@H](OC)C=CO[C@@](C)(O5)C4=O)N2 (stereo partly specified)
24	CC(C)(C)c1ccc(OCCSc2nc3ccccc3n2CC(=O)O)cc1
screen / no.	17	18	19	20	21	22	23	24
PLC-gamma1 inh	-16.5	1.7	-2.1	-456.9	-1.6	-211.1	2.8	2.9
DDE Tn7 FP inh	-5.4	0.8	-4.7	-2.0	2.1	0.2	-7.7	2.1
LEDGF integ inh	-2.9	9.8	6.2	0.2	-0.6	3.9	3.1	5.0
Tn6 DDE FP	1.5	2.8	4.8	4.3	-5.4	-4.5	-3.0	8.8
ARFGAP1 inhibitor	6.1	-11.9	5.2	4.6	1.8	2.1	6.5	-13.4
KLK7 zymogen act	1.0	-0.3	0.4	18.6*	-0.9	3.2	0.3	0.2
TDP2 absorb	3.9	-9.2	-7.4	7.2	0.7	9.4	7.0	-4.2
ADAM10 inh	-1.0	0.4	-1.3	-203.0	-20.3	-294.9	7.9	-3.3
ASAP1 GAP inh	9.0	11.8	15.2	-0.3	-11.6	-4.2	0.6	0.1
ADAM17 inh	-1.6	0.5	0.4	-53.2	-8.0	-96.7	-1.0	1.0

25	O=C(CCc1ccc(S(=O)(=O)N2CCOCC2)cc1)OCC(=O)c1ccccc1F
26	COc1ccc2nc(SCC(=O)N(C)C3CCCCC3)[nH]c2c1
27	CN1CCN(S(=O)(=O)c2ccc(NC(=S)NC(=O)c3ccccc3)cc2)CC1
28	CC(C)n1cc(CN2CCC(n3nccc3NC(=O)C3CCCC3)CC2)cn1
29	COc1ccc(C2C(C(=O)c3ccco3)=C(O)C(=O)N2c2nnc(C)s2)cc1 (stereo unspecified)
30	CN(C)CCNC(=O)C1CC(=O)N(c2ccc(F)c(Cl)c2)C1 (stereo unspecified)
31	Cc1ccc(S(=O)(=O)N(Cc2n[nH]c(=S)n2-c2ccccc2)c2ccccc2)cc1
32	CCOc1cc(/C=N/NC(=O)c2ccc(CSc3nncn3C)cc2)ccc1OCC(=O)N1CCOCC1
screen / no.	25	26	27	28	29	30	31	32
PLC-gamma1 inh	0.7	2.6	4.1	-1.4	-52.7	-0.2	0.7	-24.4
DDE Tn7 FP inh	-3.7	5.1	-5.2	-4.0	8.7	-3.0	1.1	-9.7
LEDGF integ inh	1.9	4.9	-0.8	0.0	-2.7	-2.1	-6.0	4.7
Tn6 DDE FP	0.0	-3.1	-1.6	3.3	-1.2	8.4	-1.2	-1.4
ARFGAP1 inhibitor	-9.2	8.9	7.7	-0.2	1.0	-3.3	-18.0	2.5
KLK7 zymogen act	-0.4	-0.4	0.3	-0.8	3.6	-0.3	-0.2	-1.3
TDP2 absorb	-11.7	-2.3	-2.6	2.8	5.6	4.2	-7.1	-11.7
ADAM10 inh	10.3	-5.3	1.2	-4.1	-24.5	-6.3	2.0	-13.4
ASAP1 GAP inh	5.0	3.3	2.1	-2.0	0.1	4.7	-2.3	21.9
ADAM17 inh	-0.4	-0.4	-1.4	0.5	-15.3	-3.0	0.1	-1.9

33	Cc1ccc(/C=C2\CCC(C3CCCC3)C2=O)cc1 (stereo unspecified)
34	Cc1ccccc1OCC(=O)Nc1ccc(N2CCN(C)CC2)c(Cl)c1
35	O=C(Nc1ccccc1)[C@@H]1CC=C[C@@H]2CCN(C3CCCCC3)C(=O)[C@@H]21
36	O=C(c1ccc2c(c1)OCO2)N1CCC2(CC1)Oc1ccc(Cl)cc1C(=O)C21CC(c2ccc(Cl)cc2)=NO1 (stereo unspecified)
37	CC(=O)N1CCCc2cc(S(=O)(=O)N3CCc4ccccc4C3)ccc21
38	CC(=O)Nc1ccc(NC(=O)COC(=O)c2ccccn2)cc1
screen / no.	33	34	35	36	37	38
PLC-gamma1 inh	6.2	1.8	0.1	2.5	-3.8	1.3
DDE Tn7 FP inh	0.7	2.1	-3.4	0.9	2.0	1.5
LEDGF integ inh	2.2	2.8	0.9	-1.6	1.2	2.4
Tn6 DDE FP	-2.1	-5.7	1.5	-3.1	2.9	-8.4
ARFGAP1 inhibitor	-6.5	8.8	6.0	9.7	-11.2	11.9
KLK7 zymogen act	-0.8	-0.1	0.5	0.4	0.9	0.4
TDP2 absorb	-2.5	1.8	3.9	3.6	-5.1	1.5
ADAM10 inh	4.6	-9.5	9.8	-2.4	1.9	10.9
ASAP1 GAP inh	4.8	10.9	-3.7	0.7	-5.9	5.5
ADAM17 inh	1.7	-2.8	-0.9	-0.6	-5.0	-1.0

Screening results from PubChem.
